Source: PubChem
Fh CTSL1 inh = counter-screen for PFM18AAP inhibitors: inhibitors of F. hepatica cathepsin L1. recombinant F. hepatica cathepsin L1, Z-Leu-Arg-MCA fluorescence. inhibition, % at 5.96 µM. 0.49% of 300,000 active. AID 1906;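 active = inhibition above the mean of all tested compounds plus 3 SD, set per screening campaign, cut at about 17% in these data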;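 note: 0% = plate median of test compound wells and 100% = 1 µM Z-Phe-Ala-diazomethylketone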
proCasp7 act = counter-screen: procaspase-7 (human) activation | AID 463210 | recombinant procaspase-7, Ac-DEVD-pNA absorbance 405 nm; D23A/D198A/D206A triple mutant, cannot self-cleave; scale: DMSO 0, 5 µM enzyme 100 | 0.093% of 330,000 active | activation, % at 8.5 µM;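 active = percent activation above the screen-wide mean plus 3 SD, cut at about 25% in these data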
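Test system: Procaspase-7 triple mutant (PC-7 D3A). Also added: Ac-DEVD-pNA substrate, 400 µM as added. Schedule: 1 h enzyme–compound preincubation and 2 h substrate reaction, both 25 °C. Signal: p-Nitroaniline absorbance at 405 nm, read at 0 and 120 min. Control set: low DMSO alone, high DMSO plus 5 µM PC-7.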
PP5 inh = inhibitors of human protein phosphatase 5 (PP5); 0.18% of 320,000 active; P53041; AID 1987; inhibition, % at 6.7 µM; purified PP5c, OMFP substrate fluorescence;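 active = inhibition above the campaign's mean inhibition across all tested compounds plus 3 SD, cut at about 9.5% in these data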;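 note: 0% = DMSO only and 100% = 100 µM cantharidin control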
core dimer inh = HCV core protein dimerization inhibition; 0.33% of 300,000 active; inhibition, % at 5 µM; TR-FRET GST/Flag-core106 dimerization, 1536-well;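 active = inhibition above the mean of all tested compounds plus 3 SD, set per screening campaign, cut at about 45% in these data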
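Assay system: GST-tagged and Flag-tagged HCV core protein residues 1-106 / Times: compound-protein-antibody incubation 4 h at 22.5 °C / Signal: time-resolved FRET, ex 340 nm, em 617 and 671 nm / Evaluation: % inhibition based on acceptor/donor emission ratio / Benchmarks: wells lacking GST-core106 and wells with excess unlabelled core106 / Repeats: singlicate, one well per compound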
procasp3 activ = procaspase-3 (human) activation; P42574; recombinant procaspase-3 D3A, Ac-DEVD-pNA absorbance 405 nm; activation, % at 8.5 µM; 0.11% of 330,000 active;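 active = activation above the mean of all tested compounds plus 3 SD, cut at about 21% in these data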;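 note: 0% = DMSO alone and 100% = DMSO wells spiked with extra 5 µM PC-3 D3A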
Target sequence (P42574 whole entry D9A/D28A/D175A): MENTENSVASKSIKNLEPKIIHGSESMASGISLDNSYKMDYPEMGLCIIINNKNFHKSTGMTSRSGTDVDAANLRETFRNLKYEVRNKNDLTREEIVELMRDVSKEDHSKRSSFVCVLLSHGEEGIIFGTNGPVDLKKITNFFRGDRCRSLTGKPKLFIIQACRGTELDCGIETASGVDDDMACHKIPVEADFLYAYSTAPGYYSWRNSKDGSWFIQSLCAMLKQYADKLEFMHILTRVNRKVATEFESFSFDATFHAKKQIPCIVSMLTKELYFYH
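assay system = Procaspase-3 D3A mutant | signal = absorbance at 405 nm, 0 and 120 min | times = 1 h preincubation plus 2 h reaction at 25 °C | repeats = single replicate | read-out = % activation between DMSO and enzyme-spiked controls | medium = Zinc-free HEPES saline buffer with Triton X-100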
GRK2 aptamer HTS = human GRK2 inhibition via aptamer displacement; 0.59% of 330,000 active; inhibition of aptamer binding, % at 10 µM; AID 488847; bead flow cytometry, FAM-aptamer displacement from GRK2;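 active = inhibition of aptamer binding above 40%, roughly 3 SD of noise, on plates passing a quality check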;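 note: median bead fluorescence of bound FAM aptamer so fluorescent compounds give negative values; no value below 0 was filed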
PP1 counter = PP1-alpha (human) inhibition in PP5 counter-screen | P62136 | purified PP1alpha, OMFP fluorescence | inhibition, % at 6.7 µM | 0.9% of 320,000 active | AID 2235;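 active = inhibition above the mean inhibition of all tested compounds plus 3 SD, computed separately for each screening campaign, cut at about 15% in these data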
Target sequence (P62136 whole entry, looked up): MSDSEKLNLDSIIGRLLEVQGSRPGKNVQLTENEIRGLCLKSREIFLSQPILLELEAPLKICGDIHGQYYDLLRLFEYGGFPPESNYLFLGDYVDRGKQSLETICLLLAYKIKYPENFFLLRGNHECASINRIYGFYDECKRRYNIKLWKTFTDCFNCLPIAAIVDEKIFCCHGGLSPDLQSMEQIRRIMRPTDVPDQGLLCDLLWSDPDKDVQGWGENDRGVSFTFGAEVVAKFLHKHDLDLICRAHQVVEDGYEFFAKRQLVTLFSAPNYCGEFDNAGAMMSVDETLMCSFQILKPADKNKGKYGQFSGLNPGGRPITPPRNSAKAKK
JMJD2C inh = human JMJD2C demethylase inhibition. Q9H3R0. AID 2099. inhibition, % at 2.35 µM. GST-JMJD2C(1-420) H3K9me3 demethylation, DELFIA europium. 0.069% of 330,000 active;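 active = more than half of a compound's replicate wells show inhibition beyond 50%, single wells judged on their own value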;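 note: signal counts dimethyl H3K9 product captured on neutravidin plate; 0% = median of DMSO wells and 100% = 0.3 times that DMSO median; strong numbers were not always called active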
Target sequence (Q9H3R0 1-420 limits assumed): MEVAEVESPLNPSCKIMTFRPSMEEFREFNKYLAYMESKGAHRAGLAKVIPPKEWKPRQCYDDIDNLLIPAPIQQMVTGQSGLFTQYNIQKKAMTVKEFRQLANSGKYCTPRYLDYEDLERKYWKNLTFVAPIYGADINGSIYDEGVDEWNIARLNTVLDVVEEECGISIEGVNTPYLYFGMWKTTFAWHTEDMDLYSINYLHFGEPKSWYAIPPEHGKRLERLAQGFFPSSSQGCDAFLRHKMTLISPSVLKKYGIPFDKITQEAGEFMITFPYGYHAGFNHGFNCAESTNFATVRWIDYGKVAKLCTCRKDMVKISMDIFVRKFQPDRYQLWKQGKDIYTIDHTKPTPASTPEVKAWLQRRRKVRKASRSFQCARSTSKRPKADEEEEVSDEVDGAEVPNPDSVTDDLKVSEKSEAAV
VLA-4 inh = inhibition in a human VLA-4 binding assay | VLA-4 expressing cells, ligand binding flow cytometry | inhibition, % (about 7 µM as worked out from the volumes in the protocol) | 0.2% of 330,000 active | AID 2557; in the data active = inhibition above about 50%
* marks the source's active call; other numbers are inactive results; i = inactive; · = not tested or not shown.

1. Cc1csc(NC(=O)C(F)(F)F)n1
2. Cc1ccc(S(=O)(=O)Oc2ccc(/C=N/NC(=O)c3ccncc3)cc2)cc1
3. O=C(CSc1nnc(-c2cccs2)n1-c1ccccc1)NCC1CCCO1 (stereo not given)
4. O=C(Cn1c(NCCO)nc2ccccc21)NCCc1ccc(F)cc1
5. O=C(N/C(=C\c1cccc([N+](=O)[O-])c1)C(=O)N(CCO)CCO)c1ccco1
Compound	1	2	3	4	5
PP5 inh	0.8	1.8	0.9	3.3	2.4
PP1 counter	-1	-1	-1	-4	-4
VLA-4 inh	3	6	5	3	4
GRK2 aptamer HTS	0	0	7	12	2
proCasp7 act	-20	3	-2	3	-3
JMJD2C inh	3	2	1	-2	1
Fh CTSL1 inh	-4	2	2	3	-3
procasp3 activ	-14	14	-1	0	-1
core dimer inh	-2	8	3	5	-3

6. CCC1C(=O)Nc2nc(-c3ccccc3)c(-c3ccccc3)n2N=C1C (stereo not given)
7. O=C(NCCc1c[nH]c2ccccc12)OCCCCOC(=O)NCCc1c[nH]c2ccccc12
8. COc1ccc(-n2nnc3c(=O)n(Cc4cc(C)ccc4C)cnc32)cc1
9. Cc1noc(C)c1NC(=O)N(C)C[C@H]1Oc2c(NS(=O)(=O)c3cccs3)cccc2C(=O)N([C@H](C)CO)C[C@@H]1C
10. Cc1ccccc1-c1ccc(CN2CCN(C)C(CCO)C2)cc1 (stereo not given)
Compound	6	7	8	9	10
PP5 inh	0.5	5.4	3.5	·	3.1
PP1 counter	1	0	1	·	4
VLA-4 inh	-1	-17	2	7	-5
GRK2 aptamer HTS	2	0	0	0	0
proCasp7 act	9	-1	6	7	-1
JMJD2C inh	-1	6	19	5	18
Fh CTSL1 inh	-1	0	0	·	-5
procasp3 activ	3	10	6	5	-1
core dimer inh	-1	-5	12	·	-7

11. COc1cc(NC(=S)NC(=O)c2ccco2)ccc1NC(=O)C(C)C
12. O=C(NCCO)c1ccc(-c2nnc(N3CCOCC3)c3ccccc23)cc1
13. CCOc1ccccc1NC(=S)/C(=C(\[O-])c1ccc2c(c1)OCCO2)[n+]1ccc(CC)cc1
14. CCc1ccccc1NC(=O)c1ccc2c(O)c(S(=O)(=O)c3ccc(OC)cc3)c(=O)[nH]c2c1
15. O=C(O)CCC(=O)NNC(=O)c1cccc(Br)c1
Compound	11	12	13	14	15
PP5 inh	-1.6	-0.2	4.2	-1.1	5.3
PP1 counter	5	-4	7	0	-2
VLA-4 inh	-8	1	-10	0	20
GRK2 aptamer HTS	0	2	0	6	0
proCasp7 act	15	7	-4	6	-10
JMJD2C inh	16	2	-1	5	7
Fh CTSL1 inh	0	4	0	0	-3
procasp3 activ	-1	4	-2	-1	-4
core dimer inh	0	-1	11	1	-3

16. Cc1ccc(S(=O)(=O)C(C)C(=O)NCCS(=O)(=O)c2ccc(Cl)cc2)cc1 (stereo not given)
17. Cc1sc(NC(=O)C2CC=CCC2C(=O)O)c(C(=O)OC(C)C)c1C (stereo not given)
18. Cc1ccc(CNC(=S)Nc2ccc(C)c([N+](=O)[O-])c2)cc1
19. COC(=O)c1nn(-c2ccccc2)nc1-c1nn(-c2ccccc2)nc1C(=O)OC
20. Cc1cc(C)n2cc(CSCC(=O)O)nc2n1
Compound	16	17	18	19	20
PP5 inh	3.9	0.7	4.4	2.6	0.1
PP1 counter	-4	-1	1	0	3
VLA-4 inh	8	2	4	13	19
GRK2 aptamer HTS	0	11	50*	1	1
proCasp7 act	3	2	-8	-4	-2
JMJD2C inh	-5	3	0	5	1
Fh CTSL1 inh	0	0	-3	2	1
procasp3 activ	-8	-4	10	0	0
core dimer inh	-3	5	-2	0	-1

21. COc1cc(/C=C2/SC(=S)N(Cc3ccccc3)C2=O)cc(Cl)c1O
22. COC(=O)C(NC(C)=O)(Nc1ccc(C)cn1)C(F)(F)F (stereo not given)
23. Cc1cc(C(F)(F)F)nn1CC(=O)Nc1ccc2c(c1)OCO2
24. CCCCc1nc(Cl)c(C#N)c2c1CSC(C)(C)C2
25. CCCc1[nH]nc2c1C(c1cccc(OC)c1)C(C#N)=C(N)O2 (stereo not given)
Compound	21	22	23	24	25
PP5 inh	0.1	-1.7	-1.7	4.3	2.0
PP1 counter	-2	-6	-3	-2	0
VLA-4 inh	i	5	18	18	-12
GRK2 aptamer HTS	2	0	3	0	3
proCasp7 act	-5	0	-9	2	-4
JMJD2C inh	-8	-2	21	0	-36
Fh CTSL1 inh	3	-1	-2	0	-2
procasp3 activ	2	-1	-6	-10	-1
core dimer inh	8	-4	6	6	0

GRK2 aptamer HTS, hit marks shown above
no. | SMILES | PP5 inh | VLA-4 inh | GRK2 aptamer HTS | JMJD2C inh | procasp3 activ | core dimer inh
18 | Cc1ccc(CNC(=S)Nc2ccc(C)c([N+](=O)[O-])c2)cc1 | 4.4 | 4 | 50* | 0 | 10 | -2

The list goes on:
26. COc1ccc(N2C(=O)NC3CC2(C)Oc2ccccc23)cc1OC (stereo not given)
27. COc1ccc(NC(=O)CSc2nc(C3CC3)nc3ccccc23)cc1
28. COc1cccc(NC(=O)C(Cc2ccccc2)NC(=O)C2CCC(C)CC2)c1 (stereo not given)
29. CN1CCN(C(CNC(=O)C(=O)NC2CCCCC2)c2ccc(F)cc2)CC1 (stereo not given)
30. O=C(CNCC1CCCCC1)Nc1ccc(N2CCCCC2)cc1
Compound	26	27	28	29	30
PP5 inh	1.2	-0.1	-1.6	0.1	-0.5
PP1 counter	-2	10	1	-3	-2
VLA-4 inh	-2	2	-8	3	5
GRK2 aptamer HTS	0	0	2	2	0
proCasp7 act	13	-5	0	5	-6
JMJD2C inh	-13	1	-3	-14	3
Fh CTSL1 inh	-4	1	6	6	-5
procasp3 activ	-28	7	4	-1	0
core dimer inh	1	-5	6	3	-2

31. CCOCCCNC(=O)C(NC(=O)CNC(C)=O)c1ccc(C)cc1 (stereo not given)
32. O=C(/C=C\c1cn(-c2ccccc2)nc1-c1ccc2c(c1)OCCO2)N1CCOCC1
33. N#CCCN(C(=O)COC(=O)C1CCN(S(=O)(=O)c2cccs2)CC1)c1ccccc1
34. COC(=O)C1CCN(C(=O)c2sc3nc(-c4ccccc4)cn3c2C)CC1
35. COc1ccc(N(CC(=O)Nc2ccccc2C(=O)NCC(C)C)S(C)(=O)=O)cc1
Compound	31	32	33	34	35
PP5 inh	-8.4	3.1	-0.6	0.1	2.1
PP1 counter	7	-1	-1	-4	-6
VLA-4 inh	-3	4	18	-2	7
GRK2 aptamer HTS	0	0	0	0	0
proCasp7 act	2	-13	10	17	-1
JMJD2C inh	5	4	6	5	3
Fh CTSL1 inh	7	1	-2	0	0
procasp3 activ	-6	-4	6	9	-8
core dimer inh	-5	6	2	3	-8

36. CCn1ccnc1CN(C)Cc1cn(-c2cccc(C)c2)nc1-c1cccc(F)c1
37. Cc1cc(N2C(=O)C3C4C=CC(C4)C3C2=O)ccc1NC(=O)c1cccs1 (stereo not given)
38. O=C(CCC(=O)N1CCOc2ccccc21)NC1CCCCCC1
39. Cn1cnc2c(=O)[nH]cc([N+](=O)[O-])c21
40. Cc1cc(C)c(S(=O)(=O)N2CCCCC2CCNC(=O)C(=O)NCc2ccccn2)c(C)c1 (stereo not given)
Compound	36	37	38	39	40
PP5 inh	4.1	0.5	-0.1	3.3	-1.2
PP1 counter	2	0	3	-4	-7
VLA-4 inh	6	-11	26	6	11
GRK2 aptamer HTS	0	21	1	2	2
proCasp7 act	-4	-3	5	-3	5
JMJD2C inh	-7	1	13	5	3
Fh CTSL1 inh	1	1	1	-1	-2
procasp3 activ	-3	3	13	5	1
core dimer inh	1	0	-3	3	5

A section from the list above, as a working copy:
1. Cc1csc(NC(=O)C(F)(F)F)n1
2. Cc1ccc(S(=O)(=O)Oc2ccc(/C=N/NC(=O)c3ccncc3)cc2)cc1
Compound	1	2
PP5 inh	0.8	1.8
PP1 counter	-1	-1
VLA-4 inh	3	6
GRK2 aptamer HTS	0	0
proCasp7 act	-20	3
JMJD2C inh	3	2
Fh CTSL1 inh	-4	2
procasp3 activ	-14	14
core dimer inh	-2	8

(more compounds)
41. CC[C@H](C)[C@H](NC(N)=O)C(=O)NCCc1ccc(OC)cc1
42. CSc1nc2ccc(NC(=O)c3ccc(F)c(F)c3)cc2s1
43. CN(CC(=O)Nc1ccccc1N1CCOCC1)S(=O)(=O)c1ccc(F)cc1
44. CCCc1cc(NCCCCO)n2c(nc3ccccc32)c1C#N
45. Cc1cc(C)c(S(=O)(=O)N2CCN(c3ccc([N+](=O)[O-])c(NCc4ccco4)c3)CC2)c(C)c1
Compound	41	42	43	44	45
PP5 inh	-0.5	-1.2	1.6	2.1	-0.2
PP1 counter	1	-1	-2	-1	-4
VLA-4 inh	12	4	7	13	-1
GRK2 aptamer HTS	0	2	7	2	0
proCasp7 act	9	-1	1	5	4
JMJD2C inh	-2	-50	13	8	14
Fh CTSL1 inh	-2	-5	-2	1	6
procasp3 activ	0	-4	1	0	-3
core dimer inh	-1	0	-5	-2	5

46. O=C(N/N=C(\c1ccccc1)c1cccnc1)C(O)(c1ccccc1)c1ccccc1
47. CCN(CC)S(=O)(=O)c1cc(NC(=O)COC(=O)c2sc3ccccc3c2Cl)ccc1C
48. COc1ccc(NC(=O)Cc2nnc(SCC(=O)NC3=NCCS3)n2C)cc1
49. COc1ccc(S(=O)(=O)N2CCC(C(=O)NCc3ccc(C)cc3)CC2)cc1
50. CCN1C(=O)[C@H]2[C@@H](c3ccc(C)cc3)N3C(=O)N(c4ccc(OC)cc4)C(=O)[C@@]3(Cc3ccc(Cl)cc3)[C@H]2C1=O
51. COCCNC(=O)Cn1nc(-c2ccccc2)c2ccccc2c1=O
52. COc1ccc(NC(=O)/C(Cl)=C(/Cl)S(=O)Cc2ccc(C)cc2)cn1 (stereo not given)
Compound	46	47	48	49	50	51	52
PP5 inh	1.4	3.8	-0.8	0.8	1.4	-2.6	5.8
PP1 counter	2	3	3	-6	-3	-4	5
VLA-4 inh	7	-2	2	3	16	7	19
GRK2 aptamer HTS	0	2	2	0	4	1	1
proCasp7 act	-2	0	-1	0	-4	7	-15
JMJD2C inh	-5	5	6	-10	15	-17	7
Fh CTSL1 inh	0	0	-3	-4	-3	-1	-3
procasp3 activ	0	-5	9	6	-5	5	-7
core dimer inh	8	3	5	5	12	-2	-4
